PTEN del growth: suppresses growth of cells with PTEN deletion | HCT116 PTEN-null viability, CellTiter-Glo, 60 h; hits give low values | viability, % at 10 µM | 140,000 tested, 1.2% active | AID 827;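 active = viability at or below a set limit, 4 SD under the median of all tested compounds, cut at about 3.7% in these data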;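 also: PTEN knockout HCT116 line with beta catenin targeted HCT116 as companion control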
MRP-1 activ: MRP-1 activation; H69AR cells + doxorubicin, viability rescue, CellTiter-Glo; viability increase, % at 10 µM; 140,000 tested, 0.61% active; AID 799;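 active = viability gain under doxorubicin at or above a set limit, the compound median plus 3 SD, cut at about 4.7% in these data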;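 also: MRP-1 overexpressing cells given doxorubicin 25 µM after compound pretreatment; 18-22 h compound pretreatment then 72 h with doxorubicin before readout; 0% = doxorubicin-only wells and 100% = vehicle-treated cells without doxorubicin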
NPY-Y2 antag: NPY-Y2 (human) receptor antagonism. 140,000 tested, 0.99% active. NPY-Y2 expressing cells, antagonist mode. P49146. inhibition, % at 2.7 µM; in the data active = inhibition above about 17%;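 also: 0% = vehicle with agonist challenge and 100% = reference antagonist with challenge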
Target sequence (P49146 whole entry, looked up): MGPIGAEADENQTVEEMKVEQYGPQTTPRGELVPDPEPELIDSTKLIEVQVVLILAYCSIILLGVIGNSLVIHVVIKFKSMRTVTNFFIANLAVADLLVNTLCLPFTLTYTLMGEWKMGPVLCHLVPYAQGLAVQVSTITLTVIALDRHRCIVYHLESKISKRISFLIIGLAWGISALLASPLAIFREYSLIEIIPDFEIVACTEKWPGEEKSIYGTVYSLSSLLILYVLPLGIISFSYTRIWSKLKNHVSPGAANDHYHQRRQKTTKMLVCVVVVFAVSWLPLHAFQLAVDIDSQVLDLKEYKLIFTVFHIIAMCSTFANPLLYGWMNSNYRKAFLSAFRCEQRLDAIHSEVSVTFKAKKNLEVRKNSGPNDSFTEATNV
GALR2 antag: GALR2 (human) receptor antagonism | O43603 | GALR2-expressing cells, antagonist mode | inhibition, % at 4 µM | 140,000 tested, 0.39% active; in the data active = inhibition above about 27%;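 also: cells stimulated with galanin 1-16 at roughly its EC80; 0% = agonist challenge control and 100% = basal control without agonist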
Target sequence (O43603 whole entry, looked up): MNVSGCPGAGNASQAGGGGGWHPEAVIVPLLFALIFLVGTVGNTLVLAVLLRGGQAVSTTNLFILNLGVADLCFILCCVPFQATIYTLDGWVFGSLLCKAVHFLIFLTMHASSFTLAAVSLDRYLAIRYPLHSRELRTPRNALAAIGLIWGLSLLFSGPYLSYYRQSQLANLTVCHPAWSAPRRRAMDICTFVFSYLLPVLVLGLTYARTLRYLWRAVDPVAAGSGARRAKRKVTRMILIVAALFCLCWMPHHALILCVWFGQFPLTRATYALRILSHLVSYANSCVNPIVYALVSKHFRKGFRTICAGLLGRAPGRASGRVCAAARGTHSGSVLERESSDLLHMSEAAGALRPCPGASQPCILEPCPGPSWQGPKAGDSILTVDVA
bCat KO growth: beta-catenin-lacking colon tumor cell growth suppression. HCT116 beta-catenin knockout viability, CellTiter-Glo, 60 h; hits give low values. viability, % at 10 µM. 140,000 tested, 1.5% active;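 active = viability at or under a set limit, the compound median less 4 SD, cut at about 6% in these data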;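 also: 0% = Hyamine 1622 control at 20 µM and 100% = untreated cell control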
E-sel TNF inh: TNF alpha driven E-selectin expression inhibition. HUVEC TNFa-induced E-selectin immunofluorescence, high content. inhibition, % at 2 µM. 120,000 tested, 0.71% active;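 active = inhibition above the batch mean plus 3 SD, and confirmed as a hit on visual image review, cut at about 43% in these data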;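 also: 0% = TNF-stimulated DMSO wells and 100% = unstimulated control wells; not every result past the cut was called active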
Measles CPE: protection of cells from measles virus; Measles virus-infected cells, CPE protection, absorbance; protection (pct of control), % at 4 µM; 140,000 tested, 1.5% active; AID 841; in the data active = protection mostly above about 24%, no sharp cut-off; inactive = mostly below about 26%; also: some compounds called inactive have numbers as strong as hits
Yeast life ext: yeast lifespan extension; S. cerevisiae growth with nicotinamide, OD615; deaD strain in restrictive glucose medium; inhibition of the nicotinamide effect, % at 10 µM; 130,000 tested, 0.68% active; AID 775;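 active = inhibition above a set limit, placed 3 SD over the median of all compounds, cut at about 26% in these data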;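 also: 0% = nicotinamide-treated wells and 100% = cells grown without nicotinamide; some compounds called inactive have numbers as strong as hits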
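Buffer or medium: CSMM-D glucose medium, restrictive; test system: modified budding yeast, DeaD strain; compound: single dose 10 µM compound, 0.25% DMSO; schedule: culture preincubation 4 h, compound exposure 48 h, both 30 °C; detection: optical density (absorbance) at 615 nm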
Yeast growth inh: yeast BB579 growth reduction in restrictive medium. S. cerevisiae BB579 growth, OD615, 48 h. inhibition, % at 10 µM. 140,000 tested, 0.51% active. AID 804;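 active = inhibition above a set limit, 3 SD over the mean compound inhibition, cut at about 44% in these data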; also: inactives centre near -24
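Detection: OD615 turbidity measurement; Material: Saccharomyces cerevisiae DeaD strain BB579, replicative lifespan model yeast; Timing: 48 h exposure, 30 °C; Doses: single 10 µM dose; Medium: CSMM-D restrictive synthetic medium containing dextrose (glucose); Controls: amphotericin B at 10 µg/mL as positive control.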
Phagocytosis inh: inhibitors of macrophage phagocytosis | J774A.1 macrophage IgG-bead phagocytosis, imaging | inhibition, % at 5 µM | 110,000 tested, 0.07% active;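 active = inhibition above the mean of the plate negative controls plus 5 SD, cut at about 13% in these data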;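 also: phagocytic index as fraction of beads internalized from green versus red external bead signal; plate controls were DMSO negative control for no effect and cytochalasin-D positive control for full effect; some results beyond the cut were filed as inactive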
The depositor's hits bear a star; nt = not tested or not shown. An unsorted share of the library. Share with any hit: about 6.1%.

Molecule	PTEN del growth	MRP-1 activ	NPY-Y2 antag	GALR2 antag	bCat KO growth	E-sel TNF inh	Measles CPE	Yeast life ext	Yeast growth inh	Phagocytosis inh
Cc1cc(=O)oc(C)c1C(=O)NCC1CCCO1 (stereo not given)	99.6	0.3	1.7	-5.3	106.5	0.1	11.1	-6.1	7.0	0.4
CCN(CC)S(=O)(=O)c1ccc(N2CCCC2)c(NS(=O)(=O)c2ccc(OC)cc2)c1	82.5	-1.1	-0.4	10.2	84.1	nt	10.2	2.1	-12.1	-3.4
Cc1ccc(/C=N/n2c(C)n[nH]c2=S)o1	99.3	-1.1	0.3	2.6	89.8	21.6	2.1	7.4	-44.7	1.0
Cc1ccc(/C=N/NC(=O)Nc2ccccc2)o1	86.3	-1.5	3.0	-6.4	84.1	nt	10.4	-7.1	-8.8	-4.3
C=CCn1c(Oc2ccc(C(=O)OC)cc2)nc2c1c(=O)n(C)c(=O)n2C	98.0	-1.6	1.1	-13.2	110.4	-18.1	7.5	-5.5	-8.5	3.6
CCNC(=O)Cn1c(=O)c(=O)n(Cc2ccccc2)c2ccc(Cl)cc21	52.5	-0.5	-1.5	4.2	41.0	nt	21.9	3.0	-4.5	-4.7
O=c1oc(/C=C/c2ccco2)nc2sc3c(c12)CCC3	90.1	-0.1	1.1	-8.3	93.4	17.6	15.1	-6.4	-31.5	nt
Cc1ccc(OCc2ccc(C(=O)Nc3nccs3)o2)cc1C	96.4	2.5	5.2	1.4	94.4	2.7	6.5	-16.8	-93.0	0.3
CCN1CCN(C(c2cccs2)C(C)NC(=O)c2ccccc2)CC1 (stereo not given)	100.9	-1.3	0.9	6.6	93.3	nt	12.8	-2.3	-9.7	nt
Cc1csc2ncc(C(=O)N3c4ccccc4CC3C)c(=O)n12 (stereo not given)	87.0	-2.4	1.0	0.8	93.9	-9.8	13.9	-9.5	-21.3	0.4
COc1ccc(Cc2nc(N)nc(N)n2)cc1	95.7	-0.6	0.2	9.1	95.0	-24.5	15.6	nt	-30.4	nt
CC(C)CC1NC(=S)N(C2CCCCC2)C1=O (stereo not given)	91.7	-2.8	3.2	9.6	93.4	25.4	10.6	-3.8	-6.9	-2.8
O=C1CC(c2ccccc2)Cc2nc(NCc3ccco3)ncc21 (stereo not given)	81.2	0.1	6.7	7.6	84.9	2.8	4.1	-8.5	-59.4	-0.3
O=C(NCC(c1cccnc1)N1CCOCC1)c1ccc2c(c1)OCO2 (stereo not given)	99.8	-1.9	1.2	7.8	105.0	-19.6	13.5	-5.1	-34.7	nt
O=C(NCCCN1CCOCC1)[C@@H]1CSC2c3ccccc3C(=O)N21 (stereo not given in full)	100.3	-1.6	1.6	-3.3	93.6	-20.2	6.5	-4.8	10.3	0.9

3 of the entries above in order of their number in GALR2 antag, high to low.
canonical_smiles	NPY-Y2 antag	GALR2 antag	E-sel TNF inh	Measles CPE	Yeast life ext	Yeast growth inh	Phagocytosis inh
CCN(CC)S(=O)(=O)c1ccc(N2CCCC2)c(NS(=O)(=O)c2ccc(OC)cc2)c1	-0.4	10.2	nt	10.2	2.1	-12.1	-3.4
Cc1ccc(OCc2ccc(C(=O)Nc3nccs3)o2)cc1C	5.2	1.4	2.7	6.5	-16.8	-93.0	0.3
O=C(NCCCN1CCOCC1)[C@@H]1CSC2c3ccccc3C(=O)N21 (stereo not given in full)	1.6	-3.3	-20.2	6.5	-4.8	10.3	0.9

Additional compounds
Molecule	PTEN del growth	MRP-1 activ	NPY-Y2 antag	GALR2 antag	bCat KO growth	E-sel TNF inh	Measles CPE	Yeast life ext	Yeast growth inh	Phagocytosis inh
O=C1CC(c2ccco2)CC2=C1C1c3ccccc3C(=O)N1c1ccccc1N2 (stereo not given)	5.8	-2.1	-0.3	-1.5	8.1	nt	1.6	1.2	-31.7	6.6
O=C(CCCCCN1C(=O)c2ccccc2C1=O)Nc1ccccc1	106.2	0.1	0.9	-16.2	97.3	-1.0	25.9	-8.9	-47.9	nt
CC1CCCCN1C(=S)NCc1ccccc1 (stereo not given)	94.7	-2.7	3.8	-2.9	96.6	6.5	10.9	5.2	-8.9	-4.6
Clc1ccc(OCCn2cnc3ccccc32)cc1	90.3	0.5	1.8	-10.0	90.4	-28.1	30.7	-13.1	-20.5	-2.5
Cn1c(/N=C/c2cccs2)nc2ccccc21	86.2	-1.8	1.8	-1.0	97.1	-7.1	15.8	-0.6	-58.6	nt
COc1cccc(N(CC(=O)N2CCc3ccccc3C2)S(C)(=O)=O)c1	110.3	-1.7	3.7	1.9	103.3	8.6	7.3	-2.7	-13.9	2.1
Cc1cc(/C=N/n2c(COc3ccccc3)nc3ccccc3c2=O)c(O)c([N+](=O)[O-])c1	32.0	3.1	2.8	13.9	33.1	-11.8	19.6	1.5	-53.1	-12.7
CC(=O)Nc1nnc(SCC(=O)NCCOc2ccccc2)s1	100.6	-1.9	5.6	-5.8	97.2	nt	5.2	-3.6	-30.1	1.2
CCOC(=O)Nc1ccc(NC(=O)OCC)cc1	117.5	-0.4	2.7	-13.9	112.7	-5.1	28.1	-12.9	-37.9	1.1
O=C(NCCCNc1ccc(C(F)(F)F)cc1[N+](=O)[O-])c1ccc(Cl)cc1	85.0	-1.7	6.0	-7.5	89.9	-7.2	7.1	-15.2	-43.4	2.2
Brc1csc(C=Nc2ccc3c(c2)OCCOCCOCCOCCO3)c1	92.5	1.2	0.8	-9.3	92.6	7.6	8.7	5.8	-22.1	-8.8
Cc1cccc(NC(=S)NC(=O)CCc2ccccc2)c1C	94.5	-1.2	4.2	-18.2	92.6	-7.7	14.2	-12.4	-42.8	0.2
COCCOC(=O)C1=C(C)NC(C)=C(C(=O)OC(C)C)C1c1cccc([N+](=O)[O-])c1 (stereo not given)	82.4	-1.6	2.3	1.1	73.0	nt	40.7	5.0	-19.4	nt
COC(=O)c1cc2oc3ccccc3c2n1Cc1ccccn1	94.1	0.8	1.0	0.5	92.1	nt	6.3	-16.4	-35.3	0.3
Cc1cc(NS(=O)(=O)c2cccs2)no1	103.9	-0.9	4.7	-6.8	109.8	-12.4	13.4	-8.0	-44.5	-0.2
CCOc1ccccc1-n1c(SCC(=O)N2CCOCC2)nnc1-c1ccccn1	106.8	-0.8	0.8	-29.6	102.1	-11.8	8.8	-8.7	10.2	-0.6
CCOc1cccc(C2c3c(oc4ccccc4c3=O)C(=O)N2c2ccccn2)c1 (stereo not given)	86.5	-3.8	1.7	1.7	76.1	-5.5	3.6	-3.1	-22.0	nt
O=C1NC2NC(=O)N(C(Cc3ccccc3)C(=O)O)C2N1 (stereo not given)	102.1	0.4	0.7	11.2	91.1	-37.3	4.8	-2.3	-51.7	-0.6
CCOC(=O)C(CC)Sc1nc2c(cnn2-c2ccccc2)c(=O)[nH]1 (stereo not given)	102.9	-3.4	-0.8	-8.4	84.0	-10.8	2.7	-1.0	-19.8	-0.1
Clc1cccc(CNc2nnnn2-c2ccccc2)c1	74.3	-3.7	1.2	15.4	82.9	3.6	7.5	-11.8	-19.6	0.7
CCOc1cc(S(=O)(=O)NC2CCCCCC2)ccc1F	82.0	-1.1	5.0	0.1	80.3	21.5	5.4	-0.9	0.6	4.0
Cc1cccc(OCC(=O)O/N=C(\N)c2ccc(Cl)cc2)c1	97.0	2.0	10.5	-2.2	92.0	-18.8	12.5	-4.2	-10.4	nt
CSc1nnc(C)c(=O)[nH]1	98.5	-2.7	0.1	-7.0	91.1	-1.1	10.5	13.6	-5.6	nt
Cc1n[nH]c(C)c1S(=O)(=O)Nc1ccc2c(c1)OCCO2	88.6	-2.4	1.6	1.6	87.1	-9.1	12.4	-6.5	-23.5	nt
Cc1ccnc(NC(=O)CCCOc2cc(=O)n(C)c3ccccc23)c1	2.9*	-4.5	-0.3	14.2	5.4*	36.3	6.7	5.2	-35.3	-4.2
CCOCCCNC(=O)CC1Oc2ccc(C)cc2NC1=O (stereo not given)	96.3	-1.5	0.1	6.2	89.3	-19.0	3.3	1.6	-24.1	-0.8
C[N+]1(CCCOC(=O)C2(c3ccccc3)CCCC2)CCOCC1	93.7	-1.0	-0.1	10.8	100.6	-10.3	12.7	1.3	-29.1	-1.8
O=C(Cn1c(=O)n(CCCC(=O)NC2CCCC2)c(=O)c2ccccc21)NCCC1=CCCCC1	2.8*	-1.1	3.0	13.2	5.3*	-28.2	3.2	-3.8	-52.3	0.3
CCOC(=O)c1c(C)[nH]c(C(=O)COC(=O)COc2ccc(OC)cc2)c1C	94.9	-1.7	1.2	-7.0	94.4	13.3	10.2	-2.3	-15.8	nt
Cc1ccc(SCC(=O)NCc2cccnc2)cc1	97.2	-3.0	0.5	5.3	95.5	14.6	7.2	-4.1	-12.7	nt
COc1cccc(-n2nnc3c(=O)n(Cc4ccc(Br)cc4)cnc32)c1	99.3	-0.4	1.0	0.4	91.6	nt	11.7	-1.1	-33.7	-2.1
CCCSc1nnc(NC(=O)c2nc(SC)ncc2Cl)s1	104.0	1.4	3.6	-3.3	103.5	9.6	4.6	1.4	-49.6	-0.3
CC(=O)Nc1cccc(-c2csc(Nc3cc(C)ccn3)n2)c1	35.0	1.3	-4.3	1.6	31.5	-33.4	3.9	-13.4	-12.7	nt
COC(=O)c1nc2n(n1)C(c1ccc(OC)c(OC)c1)C(C(=O)OC1CCCCC1)=C(C)N2 (stereo not given)	102.6	-0.4	2.9	7.3	105.1	-28.0	9.2	-3.3	-20.7	-1.0
O=C(CCN1C(=O)c2ccccc2C1=O)NC(=S)Nc1cccc(Cl)c1	80.9	-5.3	2.9	-5.0	86.5	3.9	4.3	-8.9	-31.8	nt
O=C(NNC(=O)c1ccco1)c1ccccc1	89.1	0.9	0.7	6.2	92.8	nt	9.6	-1.6	-2.6	nt
O=c1cc(CSc2ccccc2)[nH]c(=S)[nH]1	104.2	-2.8	6.3	3.9	109.2	24.4	2.9	-5.0	-12.6	nt
CN1CCN(C2=C(Cl)C(=O)N(CCc3ccccc3)C2=O)CC1	89.7	-2.7	1.3	2.6	100.2	-14.1	2.1	-18.9	-21.1	-0.7
COc1ccc(C2CC(c3ccccc3)Nc3nc(NC(=O)c4ccco4)nn32)cc1 (stereo not given)	102.0	-4.4	1.2	-5.9	84.2	nt	4.5	-21.9	-14.9	-0.3
COc1cccc2c1OC1(C)CC2N(C(=O)c2ccco2)C(=S)N1c1ccc(F)cc1 (stereo not given)	79.0	-3.0	-0.7	-0.1	94.5	-71.5	-0.1	-6.3	-30.9	0.4
Cc1cccc(/C=N/NC(=O)C2CCCNC2=O)c1 (stereo not given)	92.0	-3.1	2.4	-2.4	84.2	16.1	8.8	12.6	8.1	-1.9
C/C(=N/Nc1nc(C)cc(-c2ccccc2)n1)c1ccco1	87.5	-1.2	-1.7	15.3	86.6	30.0	7.9	-18.8	-39.3	nt
O=C(c1cccnc1)N(Cc1ccccc1)c1ccccc1	102.0	-1.3	1.6	-1.5	102.0	-5.1	9.6	-5.8	-77.3	-0.9
